BRCA1 expr up – BRCA1 expression activation; MCF7-BRCA1-FFLuc reporter, luminescence, 48 h; response scale: scaled: vehicle 0%, 10 µM genistein 100%; actives 1.1% (n = 380,000); Potency, µM (top dose mostly 46.1 µM), inactives show at the top dose activation, actives largely listed as activators; active means well fitted activation curve with a large enough effect; inconclusive means small, poorly fitted or top-dose-only effect; inactive means no such curve, though single readings can be large or run the other way; further: nearly all actives have a fitted effect of over 80% in size; some results filed as inactive show a strong effect at the top dose
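Using MCF7 cells harboring a BRCA1 firefly luciferase reporter, plated 2 h before compound pinning, the screen measured luminescence after 48 h incubation. Responses were normalized to DMSO and 10 microM genistein, then fitted for concentration-effect.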
The depositor's hits bear a star; ? = inconclusive; [ ] = remark or other dose. Potency means the concentration at half of the fitted maximal effect. An excerpt; rates above refer to the full screens.

SMILES	BRCA1 expr up
CN(C(=O)c1cccc(NC(=O)Cc2ccc(NC(=O)C3CCCN(S(=O)(=O)c4cccc([N+](=O)[O-])c4)C3)cc2)c1)C1CCC1 (stereo unspecified)	-8%
Cc1ccccc1-c1cc2nc(NCc3cccnc3)n(C)c(=O)c2s1	-4%
CN(C)c1ccc(NC(=O)Nc2nc(C(N)C3CCCCC3)cs2)cc1 (stereo unspecified)	-25%
CCOC(=O)C[C@H]1c2cc(F)ccc2S(=O)(=O)N1C(C)C	-8%
O=C(NC1CCCCC1)c1csnn1	20%
CN(C)S(=O)(=O)c1ccc(NC(=O)Cn2nc(-c3ccc4c(c3)OCCO4)ccc2=O)cc1	-16%
COc1cc(C(=O)NC2CCCCCCC2)cc(OC)c1OC	-33%
CC(=O)Nc1cccc(-c2ccnc3c2CC(C(=O)NCC2CCOCC2)O3)c1 (stereo unspecified)	-11%
COc1ccc(C2OCC(C)([N+](=O)[O-])CO2)cc1 (stereo unspecified)	0%
CCCCCCCCCC[n+]1ccc(/C=C/c2ccc(N(C)C)cc2)c2ccccc21	-80%
CCc1nc2c(OCCOc3ccc(F)cc3)cccn2c1N(C)C(=O)c1ccc(C)cc1	-32%
CCOC(=O)C(C#N)(Cc1cc(OC)cc(OC)c1)Cc1cc(OC)cc(OC)c1	-9%
O=C(C=Cc1cccnc1)c1ccccc1	-74%
Cc1ccccc1OCC(=O)NCC(=O)OCC(=O)c1ccc(F)cc1	-8%
N#CC1C(=O)NC(=O)C(C#N)C12CCCC(C(F)(F)F)C2 (stereo unspecified)	-2%
Cc1ccc(C(=O)NCC(=O)OCc2nc3ccsc3c(=O)[nH]2)cc1C	3%
Cc1ccc(NC(=O)C2CCCC2)cc1Cl	11%
CCCC(=O)N(Cc1cc2cc(OC)ccc2[nH]c1=O)c1ccc(OC)cc1	-12%
CCN1CCn2c3c(c4cc(Br)ccc42)CCCC31 (stereo unspecified)	1%
CCN1C[C@@H]2[C@@H]3C(=O)N(Cc4ccccc4)C(=O)[C@@H]3[C@](C)(C1=O)N2C(=O)c1ccc(Cl)cc1	-3%

3 entries picked at random from the list so far, as already listed:
SMILES	BRCA1 expr up
CCc1nc2c(OCCOc3ccc(F)cc3)cccn2c1N(C)C(=O)c1ccc(C)cc1	-32%
CN(C)S(=O)(=O)c1ccc(NC(=O)Cn2nc(-c3ccc4c(c3)OCCO4)ccc2=O)cc1	-16%
CCOC(=O)C[C@H]1c2cc(F)ccc2S(=O)(=O)N1C(C)C	-8%

Laid out differently: entries from further up.
SMILES | BRCA1 expr up
CC(=O)Nc1cccc(-c2ccnc3c2CC(C(=O)NCC2CCOCC2)O3)c1 (stereo unspecified) | -11%
COc1ccc(C2OCC(C)([N+](=O)[O-])CO2)cc1 (stereo unspecified) | 0%
CCCCCCCCCC[n+]1ccc(/C=C/c2ccc(N(C)C)cc2)c2ccccc21 | -80%

Next results.
SMILES	BRCA1 expr up
COc1ccc(C(C)=O)cc1CON=C1CSCc2ccccc21	-10%
O=C(O)C1Nc2ccc(C(F)(F)F)cc2C2OCCC12 (stereo unspecified)	-10%
O=C(OC1C2C=CC1C1C(=O)NC21)c1ccccc1 (stereo unspecified)	0%
NC(c1ccccc1)c1csc(Nc2ccccn2)n1 (stereo unspecified)	-4%
Cn1c(=O)c(=O)n(C)c2cc(S(=O)(=O)N3CCC(N4CCCCC4)CC3)ccc21	5%
C/C=C(\NNC(C)=O)c1ccc(O)cc1	9%
CS(=O)(=O)c1ccc(NC(=O)c2cc3c(cc2Cl)N2CCCCCC2=NS3(=O)=O)cc1	-5%
CC(=O)c1cc2c(=O)c3ccccc3oc2nc1C	10µM*
O=C1c2ccccc2C(=O)N1CC1CO1 (stereo unspecified)	-4%
N#Cc1ccccc1OCC(=O)Nc1ccc2c(c1)OCO2	?
O=C(c1cc2c(c(-c3cccc(-c4ccc(F)cc4)c3)n1)[C@H](CCO)N(C(=O)c1ccc3c(c1)OCO3)C2)N1CCOCC1	-14%
CC1=C(C(=O)N(C(C)C)C(C)C)CC(CC(=O)NCc2ccco2)C(=O)N1CCC1=CCCCC1 (stereo unspecified)	-10%
CC(C)N1CCCC(C)(C(=O)Nc2nc3ccccc3[nH]2)C1 (stereo unspecified)	17%
CCCC[n+]1c(/C=C/c2c(OC)cc(OC)cc2OC)ccc2ccccc21	-38%
Cc1sc2ccccc2[n+]1CCCCI	-29%
O=P(NC1CCCCC1)(c1ccccc1)c1ccccc1	-2%
Cc1ccc(CN2CC(N3CCN(c4ccccn4)CC3)CS2(=O)=O)cc1 (stereo unspecified)	-7%
O=C(O)c1cccc(-c2csc(C(O)c3cccc(Cl)c3)n2)c1 (stereo unspecified)	79%
COC(C[C@@H](O)C[C@H](O)[C@H](C)OCc1ccccc1)OC	12%
CC(C)C1CC2=C(C(=O)OC(C)(C)O2)C(c2ccc(F)cc2)O1 (stereo unspecified)	12%
O=C(Nc1cc(Cl)cc2c1-c1ccc(Cl)cc1C2O)C(Cl)Cl (stereo unspecified)	-83%
Cc1ccc(OCCNC(=O)CCc2ccccc2)cc1C	0%
CC(=O)C1=CCC(c2ccc(C)cc2)N(S(=O)(=O)c2ccc(Cl)cc2)C1 (stereo unspecified)	-19%
O=C(Cc1ccccc1)c1ccc(O)cc1O	71%
COc1cc2nc(N3CCCN(C)CC3)nc(NC3CC3)c2cc1OC	-2%
O/N=C(/CBr)c1ccc2ccccc2c1	5%
CCOc1cc(C(=S)N2CCN(C)CC2)ccc1OCC(=O)N1CCCC1	-6%
C[C@@H](NCCCn1cnc2c(OCc3ccccc3)ncnc21)c1cccc2ccccc12	-75%
COC(=O)[C@]12CCCCC=C1N(Cc1cccc3ccccc13)C(=O)[C@H](CC(=O)NCc1ccccc1)C2	-66%
CN(C(=O)c1cc2c(cc1Br)OCO2)c1cccc2ccccc12	6%
Cc1cccc(CN2CCN([C@H]3CS(=O)(=O)N[C@@H]3COCc3ccccc3)CC2)c1	-6%
CC(C)C[C@H]1CNC(=S)N1C[C@H]1CCCN1C[C@H](CC(C)C)N1C[C@H](Cc2ccc(O)cc2)N(CC2CCCCC2)C1=S	-61%
CC(C)(C)c1ccc(OCC(O)CN2CCc3ccccc3C2)cc1 (stereo unspecified)	-61%
COc1cccc(C#CC2=CC(=O)C[C@H](c3ccc(F)cc3)C2)c1	-38%
CC1CC(NC(=S)N(C)C)CC(C)(C)C1 (stereo unspecified)	1%
Cc1cc(F)ccc1S(=O)(=O)N1CCCOC1CNC(=O)C(=O)NCCc1ccco1 (stereo unspecified)	0%
O=C(O)CC1c2ccccc2CCN1S(=O)(=O)c1cccs1 (stereo unspecified)	-10%
CN(Cc1cn(Cc2ccc(F)cc2)nn1)C1CN(Cc2cn(Cc3ccc(F)cc3)nn2)S(=O)(=O)C1 (stereo unspecified)	0%
Cc1ccc2c(c1)P(=O)(O)c1cc(C)ccc1O2	-2%
O=C1c2cc([N+](=O)[O-])ccc2-c2cc(Br)c(N=C(NO)C(F)(F)F)cc21	-64%
CC(CNC(=O)CCc1ccccc1)NC(=O)CCc1ccccc1 (stereo unspecified)	6%
Cc1ccc(CN2C(=O)CCC2(C)c2nnnn2Cc2ccccc2)cc1 (stereo unspecified)	1%
COCC(=O)N(C)[C@H]1C[C@H]2c3[nH]c4ccccc4c3CCN2C(=O)[C@H]1[C@H](C)O	2%
CC1(C(=O)NS(=O)(=O)c2ccccc2Cl)CCN1C(=O)CC1CCCCC1 (stereo unspecified)	13%
c1cc(-c2ccc3[nH]ccc3c2)n2ccnc2c1	0%
S=C1CC2CCCC(C2)N1 (stereo unspecified)	-27%
Cc1cc(C)c(NC(=O)CNC(=O)c2cc(C3CC3)nc3c2cnn3C(C)C)c(C)c1	-7%
CCc1cccc(CC)c1N1C(=O)COCC1=O	3%
COC(C/C=C\[C@H](O)COCc1ccccc1)OC	32%
O=C(O)C(=Cc1ccccc1)Cc1ccccc1	-9%
O=C(/C=C/[C@H]1O[C@@H](n2cnc3c(NC(=O)c4ccccc4)ncnc32)[C@H](O)[C@@H]1O)NC1CCCCC1	7%
CCn1nnnc1Sc1nc(C)nc2scc(-c3ccccc3)c12	-11%
O=C(CCS(=O)(=O)c1ccc(F)cc1)Nc1nccs1	-58%
CCN1C(=O)[C@H]2[C@@H](c3ccc(OC)cc3)N[C@]3(CCCN(Cc4ccc(C(F)(F)F)cc4)C3=O)[C@H]2C1=O	-12%
CCN(CC)C(=O)c1cccc(-c2csc(C(O)c3cccc(Cl)c3)n2)c1 (stereo unspecified)	-49%
COc1ccc(C(C)(NC(C)=O)c2nc(-c3cccc(C(F)(F)F)c3)cs2)cc1 (stereo unspecified)	-20%
CC1(C(=O)NCC2CC2)CCN1C(=O)C1(c2ccc(Cl)cc2)CC1 (stereo unspecified)	-4%
CC1=C(C(=O)N2CCOCC2)CC(CC(=O)NCc2ccco2)C(=O)N1CCC1=CCCCC1 (stereo unspecified)	-8%
Cc1cc(F)cc(-c2cc(C(=O)NCc3cccc(Cl)c3)[nH]n2)c1	-13%
CCc1ccc(N2CC(C(=O)N3CCN(S(=O)(=O)c4cccc(F)c4)CC3)CC2=O)cc1 (stereo unspecified)	-10%

Other records:
SMILES	BRCA1 expr up
CN(C)c1ccc(/C=C/c2ccc3cc(N)ccc3n2)cc1	-74%[inhibitor]
COc1cc(CN2C(=O)C(C)ON=C2c2ncccc2C)cc(OC)c1 (stereo unspecified)	10%
Cc1ccc(-n2nnnc2CNC(=O)C(=O)c2c[nH]c3ccccc23)cc1C	-43%
Cc1cnc(CNc2nc3cc(-c4ccccc4C)sc3c(=O)n2C)cn1	3%
Cc1cccc(NC(=O)COC(=O)C(NC(=O)c2cccc(S(=O)(=O)N3CCOCC3)c2)C(C)C)c1 (stereo unspecified)	-3%
Cc1ccc(S(=O)(=O)N2C[C@H]3[C@H]4C(=O)N(c5ccccc5)C(=O)[C@H]4C[C@H](OC(=O)NCC4CCCCC4)[C@@]3(O)C2)cc1	-5%
COC(=O)c1ccc2nc(-c3ccc(C)cc3)c(Cc3ccccc3OC)n2c1	7%
O=C(CC[C@H]1O[C@@H](n2ccc(=O)[nH]c2=O)[C@H](O)[C@@H]1O)N[C@H](Cc1ccccc1)C(=O)NCCCN1CCCC1=O	35%
C=CC1=C2C=C(C3CC3)N(CCCN(CC)CC)C=C2C(=O)C(C)(OC(=O)c2ccco2)C1=O (stereo unspecified)	4%
CCN1C(=O)/C(=C/c2cn(-c3ccccc3)nc2-c2cccnc2)SC1=S	-24%
COc1ccc2c(CN3CCN(c4ccc(Cl)c(Cl)c4)CC3)cc(=O)oc2c1	12%
CC1(C(=O)NS(=O)(=O)c2cccc(C#N)c2)CCN1C(=O)Cc1ccccc1Cl (stereo unspecified)	11%
CS(=O)(=O)N1CCCCC1c1cc(C(=O)Nc2cccc3c2CCCC3)no1 (stereo unspecified)	3%
CSCCC(c1nnnn1C1CCCC1)N1CCN(C/C=C/c2ccccc2)CC1 (stereo unspecified)	-8%
Cc1ccc(S(=O)(=O)N2C[C@@H](C)[C@]3(C2)[C@H](O)[C@H](OC(=O)NCc2ccccc2)C[C@H]2C(=O)N(c4ccccc4)C(=O)[C@H]23)cc1	-21%
CCCCNC(=O)C(NC(=O)c1cccc2ccccc12)C(=O)c1ccccc1 (stereo unspecified)	16%
CCOC(=O)C(=C1Nc2ccccc2N1)n1c(-c2cccnc2)nc2ccccc21	11%
COc1ccc(C2CC(c3cccs3)=NN2C(=O)CCCC(=O)O)cc1OC (stereo unspecified)	-2%
CN1CCN(C(=O)C2Cc3c(-c4ccc5c(c4)OCO5)ccnc3O2)CC1 (stereo unspecified)	23%
c1ccc2c(c1)ccn2-n1ccc2ccccc21	0%

An excerpt from above in order of length of the SMILES, high to low:
SMILES	BRCA1 expr up
CCN1C(=O)/C(=C/c2cn(-c3ccccc3)nc2-c2cccnc2)SC1=S	-24%
COc1ccc(C2CC(c3cccs3)=NN2C(=O)CCCC(=O)O)cc1OC (stereo unspecified)	-2%
Cc1cnc(CNc2nc3cc(-c4ccccc4C)sc3c(=O)n2C)cn1	3%

(continued)
SMILES	BRCA1 expr up
S=C(NCCc1ccccc1)N1CCC2CC1c1c(Cl)cccc12 (stereo unspecified)	-5%
NC1C(N)C(N)C1N (stereo unspecified)	21%
CCCNC(=O)C1(C)CCN(CCOc2ccc(Cl)cc2)C1 (stereo unspecified)	7%
COc1ccc(C(=O)Nc2nc(OCC(F)(F)F)cnc2/C=C\c2ccccc2)c(OC)c1	7%
CCOC(=O)C1=C(O)C(=O)C(C(=O)OCC)C1 (stereo unspecified)	-2%
NC1=C(Br)C(=O)c2ncccc2C1=O	-86%
Cc1cc(NC(=O)c2cc3cc([N+](=O)[O-])ccc3s2)no1	7%
NC(CCc1ccccc1)c1csc(Nc2ccc(C(=O)NCCO)cc2)n1 (stereo unspecified)	-6%
O=C(NCCc1ccccc1)c1cccc2c(-c3ccc(F)c(F)c3)coc12	36%
C[C@@H]1CN([C@H](C)CO)C(=O)c2c(c3ccccc3n2C)-c2ccccc2CO[C@H]1CN(C)C(=O)c1cc(Cl)cc(Cl)c1	-9%
O=C(OCc1ccccc1)N1CCC2CC1c1cc(-c3ccc(F)cc3)ccc12 (stereo unspecified)	27%
CCOC(=O)C1CCCN(C(=O)c2ccc(OC)cc2)CC1 (stereo unspecified)	34%
COc1cccc(CN2CCC2(C)C(=O)Nc2cccc(Oc3ccccc3)c2)c1F (stereo unspecified)	-54%
